Screens: PubChem BioAssay, MTDP
RNase H inhibition: RNase H inhibition, HIV 1 Gag Pol polyprotein, FRET biochemical assay, screening (AID 372) | HIV-1 RT RNase H, FRET RNA/DNA substrate fluorescence; higher % means a stronger effect | inhibition, % at 10 µM, or IC50 in µM where a hit was titrated | 100,000 compounds, 0.77% hits; in the data active means inhibition above about 50%
Starred values were filed as active, the others as inactive; & = joins results of further samples. This is a subset. The share of hits here may be higher or lower than overall.

SMILES	RNase H inhibition
O=C(COc1ccc(Cl)cc1)N1CCN(Cc2cccc3ccccc23)CC1	26%
COc1ccc(/C=C/c2nc3ccccc3c(=O)n2-c2cccc(C)c2)cc1	20%
CN1C(=O)C(=Cc2ccccc2Cl)C(=O)N(C)C1=O	14%
CC(C)(C)c1ccc(N2C(=O)CC(=O)NC2=O)cc1	5%
S=C(Nc1ccccc1)N1CCCCC1c1cccnc1 (stereo not drawn)	8%
COc1ccccc1CC(=O)N1CCN(C)CC1	0%
COCCOC(=O)C1=C(N)OC(C)=C(C(C)=O)C12C(=O)Nc1ccccc12 (stereo not drawn)	0%
CN1CCN(c2ccc([N+](=O)[O-])c(Br)c2F)CC1	3%
O=C(COc1ccccc1)N1CCN(Cc2cccc(Cl)c2)CC1	0%
Oc1ccc(Br)cc1CN1CCN(Cc2cccc(F)c2)CC1	9%
O=C1NC(=S)NC(=O)C1=Cc1ccc(O)c(O)c1	21%&34%
O=c1c2ccccc2nc(/C=C/c2ccc3c(c2)OCO3)n1-c1cccc(O)c1	12%
O=C1Nc2ccc(Br)cc2C1=Cc1nc2ccccc2c(=O)n1-c1ccc(O)cc1	10%
O=[N+]([O-])c1ccc(N2CCCCCC2)c2nonc12	0%
Clc1cccc(CN2CCN(Cc3cccc(Br)c3)CC2)c1	11%

Quoted from the listing.
Under RNase H inhibition, O=C1Nc2ccc(Br)cc2C1=Cc1nc2ccccc2c(=O)n1-c1ccc(O)cc1 has the entry 10%
Under RNase H inhibition, CN1C(=O)C(=Cc2ccccc2Cl)C(=O)N(C)C1=O has the entry 14%
Under RNase H inhibition, CC(C)(C)c1ccc(N2C(=O)CC(=O)NC2=O)cc1 has the entry 5%
Under RNase H inhibition, COCCOC(=O)C1=C(N)OC(C)=C(C(C)=O)C12C(=O)Nc1ccccc12 (stereo not drawn) has the entry 0%
Under RNase H inhibition, Oc1ccc(Br)cc1CN1CCN(Cc2cccc(F)c2)CC1 has the entry 9%
Under RNase H inhibition, S=C(Nc1ccccc1)N1CCCCC1c1cccnc1 (stereo not drawn) has the entry 8%

The listing picks up; the 6 compounds before the break are reprinted first.
SMILES	RNase H inhibition
Oc1ccc(Br)cc1CN1CCN(Cc2cccc(F)c2)CC1	9%
O=C1NC(=S)NC(=O)C1=Cc1ccc(O)c(O)c1	21%&34%
O=c1c2ccccc2nc(/C=C/c2ccc3c(c2)OCO3)n1-c1cccc(O)c1	12%
O=C1Nc2ccc(Br)cc2C1=Cc1nc2ccccc2c(=O)n1-c1ccc(O)cc1	10%
O=[N+]([O-])c1ccc(N2CCCCCC2)c2nonc12	0%
Clc1cccc(CN2CCN(Cc3cccc(Br)c3)CC2)c1	11%
COc1cc(C)c(CN2CCN(c3ccc(Cl)cc3)CC2)cc1C	9%
COc1ccc(/C=C2\C(=O)NC(=O)N(c3ccccc3)C2=O)cc1	15%
COc1ccc(C2c3c(c4ccccc4oc3=O)Oc3c2c(=O)oc2ccccc32)cc1COc1ccccn1	22%
Nc1ccc(Br)cc1C(=O)c1ccccc1F	7%
C=CCC1(CC=C)C(=O)NC(=O)N(Cc2ccccc2)C1=O	11%
CN(C)C(=O)Nc1cccc(OC(=O)N(C)C)c1	6%
Oc1ccc(Br)cc1CN1CCN(Cc2ccccc2Cl)CC1	15%
COc1cccc(CN2CCN(C)CC2)c1OC	2%
c1cc(CN2CCN(C3CC4CCC3C4)CC2)ccn1 (stereo not drawn)	8%
CCOC(=O)C(O)(c1ccc(C)o1)C(F)(F)F (stereo not drawn)	3%
Cc1cccc(-n2c(/C=C/c3ccc4c(c3)OCO4)nc3ccccc3c2=O)c1	11%
Cc1ccc(S(=O)(=O)N2CC2(C)C)cc1 (stereo not drawn)	0%
N#CC1=C(N)Oc2c(c(=O)oc3ccccc23)C1c1cccc(F)c1 (stereo not drawn)	0%
CCOc1ccccc1CN(CCc1ccc2c(c1)OCO2)Cc1ccc(F)c(F)c1	15%
CCOC(=O)C1=C(C)OC(N)=C(C#N)C12C(=O)Nc1ccc(Br)cc12 (stereo not drawn)	4%
Cc1ccc(OP(=O)(O)Oc2ccc(C)cc2)cc1	6%
CCC1(c2ccccc2)C(=O)NC(=O)N(C(=O)c2cccc(Cl)c2)C1=O (stereo not drawn)	14%
Fc1ccc(CN2CCN(Cc3ccccc3Br)CC2)cc1	18%

5 entries picked at random from those above, as already listed:
SMILES	RNase H inhibition
COc1ccc(/C=C2\C(=O)NC(=O)N(c3ccccc3)C2=O)cc1	15%
COc1cc(C)c(CN2CCN(c3ccc(Cl)cc3)CC2)cc1C	9%
CCOC(=O)C(O)(c1ccc(C)o1)C(F)(F)F (stereo not drawn)	3%
Cc1cccc(-n2c(/C=C/c3ccc4c(c3)OCO4)nc3ccccc3c2=O)c1	11%
CCOC(=O)C1=C(C)OC(N)=C(C#N)C12C(=O)Nc1ccc(Br)cc12 (stereo not drawn)	4%
